Screens (PubChem BioAssay)
AmpC no deterg: qHTS Inhibitors of AmpC Beta-Lactamase (assay without detergent) | hit rate 0.52% among 330,000 | AID 485341, 2010 | Potency, µM (highest dose often 57.1 µM), without a hit: at the top dose activity change, negative = inhibition, most hits filed as inhibitors | AmpC nitrocefin hydrolysis, absorbance 480 nm, 0.0001% Triton;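 note: potency is the fitted concentration of half-maximal effect; plate controls were no compound for no effect and no enzyme for full effect; nearly all actives have a fitted effect of over 20% in size; some results filed as inactive show a strong effect at the top dose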
Target sequence (P00811 whole entry, looked up): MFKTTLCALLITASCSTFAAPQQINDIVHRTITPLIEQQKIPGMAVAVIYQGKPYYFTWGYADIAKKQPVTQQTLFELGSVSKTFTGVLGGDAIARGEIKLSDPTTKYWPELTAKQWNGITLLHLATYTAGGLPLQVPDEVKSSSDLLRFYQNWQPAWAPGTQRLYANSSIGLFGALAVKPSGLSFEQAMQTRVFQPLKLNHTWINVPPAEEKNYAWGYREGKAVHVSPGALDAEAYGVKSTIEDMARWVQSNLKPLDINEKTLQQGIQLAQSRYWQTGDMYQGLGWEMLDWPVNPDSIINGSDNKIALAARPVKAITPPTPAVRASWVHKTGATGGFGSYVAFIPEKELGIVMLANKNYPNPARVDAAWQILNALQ
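20 mM phosphate pH 7.0 + 0.01% (detergent screen) or 0.0001% Triton X-100; 5.3 nM AmpC reagent; cpd preinc 15 min RT; nitrocefin (800 uM stock) to start; A480 q20 s × 4 min; Activity was normalised to no-enzyme and no-compound control wells.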
Sm TGR inh: qHTS Assay for the Inhibitors of Schistosoma Mansoni Peroxiredoxins; purified TGR, DTNB reduction, TNB absorbance 405 nm; AID 485364, 2010; Schistosoma mansoni thioredoxin glutathione reductase (TGR), Q962Y6; Potency, µM (series often up to 114 µM), for inactives: at the highest dose activity change, negative = inhibition, actives largely listed as inhibitors; hit rate 3% among 360,000; note: potency is the fitted concentration of half-maximal effect; nearly all actives have a fitted effect of over 60% in size
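First, TGR (20 nM dispensed) and NADPH were mixed with compound. Second, a 15 min room-temperature incubation followed. Third, further NADPH and then DTNB were added to start the reaction. Finally, TNB absorbance was monitored kinetically.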
HCMV antiviral: qHTS Assay for inhibitors of the human cytomegalovirus (HCMV) | AID 1259415, 2018 | activity change, negative = inhibition, % at 57.5 µM | HFF cells, HCMV-luciferase reporter, 72 h; active compounds read low | hit rate 4.5% among 410,000; in the data active = activity change below about -60%; inconclusive = no clear call, values can overlap the other calls; inactive = above about -39%
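After 16 h attachment at 37C, HFF cells received test compound and HCMV-luciferase (1 PFU/cell); reporter luminescence read 72 h later, data normalized against buffer-only and known inhibitor Salinomycin.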
LmPK inh: qHTS Assay for Inhibitors of Leishmania Mexicana Pyruvate Kinase (LmPK); Q27686; purified LmPK, Kinase-Glo ATP luminescence, 1 h; Potency, µM (titrated, usually from 57.5 µM), inactives show at the highest dose activity change, negative = inhibition, usual class: inhibitors; hit rate 0.37% among 290,000; AID 1721, 2009; note: potency is the fitted concentration of half-maximal effect
Target sequence (Q27686 whole entry, looked up): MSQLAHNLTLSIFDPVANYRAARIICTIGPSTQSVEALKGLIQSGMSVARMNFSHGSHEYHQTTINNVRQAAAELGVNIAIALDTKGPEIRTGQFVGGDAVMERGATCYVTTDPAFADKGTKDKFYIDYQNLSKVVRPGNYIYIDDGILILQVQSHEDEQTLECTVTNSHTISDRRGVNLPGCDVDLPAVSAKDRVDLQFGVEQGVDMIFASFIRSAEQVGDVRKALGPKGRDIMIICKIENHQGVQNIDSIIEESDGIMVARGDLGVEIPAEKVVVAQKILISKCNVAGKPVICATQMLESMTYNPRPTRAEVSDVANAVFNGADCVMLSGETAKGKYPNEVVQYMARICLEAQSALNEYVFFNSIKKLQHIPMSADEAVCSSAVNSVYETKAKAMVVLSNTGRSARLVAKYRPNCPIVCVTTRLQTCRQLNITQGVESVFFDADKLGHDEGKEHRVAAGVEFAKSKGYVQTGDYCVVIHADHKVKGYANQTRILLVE
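0.1 nM LmPK, 0.5 mM PEP, 0.1 mM ADP; 50 mM imidazole pH 7.2, 7 mM MgCl2, 50 mM KCl; 1 h RT. Kinase-Glo luminescence readout, normalized to no-enzyme (full inhibition) and uninhibited wells.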
Tb PYK inh: qHTS of Trypanosoma Brucei Inhibitors; hit rate 0.12% among 410,000; pyruvate kinase (Trypanosoma brucei), Q57TT1; TbPYK enzyme, Kinase-Glo Plus ATP luminescence, 45 min; Potency, µM (series often up to 76.8 µM), inactives show at the top dose activity, negative = inhibition, most hits filed as inhibitors; note: potency is the fitted concentration of half-maximal effect; nearly all actives have a fitted effect of over 50% in size
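Assay buffer: 50 mM TEA pH 7.2, 100 mM KCl, 10 mM MgCl2, 0.05% BSA, 0.01% Tween-20. Pyruvate kinase from T. brucei plus substrate met compound, then ADP (130 uM final). Luminescence was read post 45 min RT.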
AMA1-RON2 inh: qHTS for Inhibitors of AMA1-RON; Towards Development of Antimalarial Drug Lead: Primary Screen; hit rate 0.2% among 360,000; AID 720542, 2013; AlphaScreen AMA1-biotinylated RON2 peptide binding; Potency, µM (top dose mostly 58.2 µM), without a hit: top-dose activity change, negative = inhibition, actives largely listed as inhibitors;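 note: potency is the fitted concentration of half-maximal effect; 0% = vehicle wells and -100% = peptide control; nearly all actives have a fitted effect of over 45% in size; some results filed as inactive show a strong effect at the top dose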
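AMA1 (3D7) with his tag at 25 nM final met compounds first, then biotinylated RON2 peptide at 25 nM; detection used donor plus acceptor beads, 10 µg/mL apiece, read by AlphaScreen after 30 min at room temperature.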
AmpC inh detg: qHTS Inhibitors of AmpC Beta-Lactamase (assay with detergent); AmpC hydrolysis of nitrocefin, absorbance 480 nm, 0.01% Triton; AID 485294, 2010; P00811; hit rate 0.041% among 370,000; Potency, µM (highest dose often 114 µM), without a hit: at the top dose activity change, negative = inhibition, hits mostly inhibitors;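 note: potency is the fitted concentration of half-maximal effect; 0% = no-compound wells and -100% = no-enzyme wells; nearly all actives have a fitted effect of over 25% in size; some results filed as inactive show a strong effect at the top dose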
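AmpC (5.3 nM in the dispensed reagent) in 20 mM phosphate pH 7.0 with 0.01% (detergent screen) or 0.0001% Triton X-100 was preincubated with compounds for 15 min at room temperature. Nitrocefin was then added from an 800 uM solution, and hydrolysis was followed at 480 nm.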
The depositor's hits bear a star; u = inconclusive; x = not tested or not shown; [ ] = remark or other dose. Unless noted, calls come from the whole dose curve; as a rule, active = well fitted curve in the direction sought with a large enough effect; inconclusive = small, poorly fitted or top-dose-only effect, or another doubt; inactive = no such curve, though single readings can be large; an effect the other way counts as inactive or inconclusive. Unless noted, % is set by controls: 0 for no effect and ±100 for the full control effect.

mol | AmpC no deterg | Sm TGR inh | HCMV antiviral | LmPK inh | Tb PYK inh | AMA1-RON2 inh | AmpC inh detg
CCOC(=O)c1c(NC(C)=O)sc2c(O)cccc12 | -27.9% | 3.0%[11.4 µM] | -17.3 | 17.1% | x | 1.2% | -10.5%
COc1ccc(N=C/C=C2\C=C(c3ccccc3)OC(C)(C)O2)cc1 | -13.2% | 39.8µM* | -11.1 | 3.3% | -10.1% | u | u
CCOC(=O)C1(C(=O)OCC)C(C(=O)c2ccccc2)C1c1ccccc1 (centres undefined) | x | x | -27.5 | x | 0.6% | 4.0% | x
CCCCNC(=O)C1CCCN1C(=O)NC1CCCCC1 (centres undefined) | -10.1% | 2.3% | 48.0 | -0.6% | 4.2% | 1.7% | -2.5%
CN(C)C=Nc1c(C(=O)c2ccccc2)sc2nccc(N(C)C)c12 | -6.6% | -1.0% | -74.8* | -9.1% | 5.8% | 8.6% | u
CC1CC(C)CN(C(=O)c2ccncc2)C1 (centres undefined) | -7.1% | -4.4% | 7.2 | -2.6% | 3.6% | -10.9% | -0.5%
CC1CCCC(NC(=O)COC(=O)c2ccc3ncsc3c2)C1C (centres undefined) | -13.9% | 1.1% | -0.1 | x | 0.8% | 6.8% | 2.3%
O=C(O)c1cccnc1SCc1cn2cc(Cl)ccc2n1 | -10.1% | 0.0% | -24.2 | 4.0% | 0.6% | -12.4% | 2.2%
CC1CCN(CCCCOc2ccc(C(=O)c3ccccc3)cc2)CC1 | 34.8% | 0.0% | 7.7 | 0.3% | 6.0% | u | u
CC(C)OCCCNC(=O)c1cn(C)c2ccc(S(=O)(=O)N3CCCCCC3)cc2c1=O | x | 4.5% | 29.1 | x | 1.2% | x | 0.8%
Cc1ccccc1C(=O)c1cccn1CC(=O)NCCCN1CCCCC1 | 3.9% | -7.3% | -11.2 | -5.8% | -11.6% | 19.2% | -9.8%
CCC(C)N1C(=O)CCC1C(=O)N1CCN(c2ccccc2F)CC1 (centres undefined) | -6.3% | 0.0% | 15.5 | 2.4% | 0.3% | 10.1% | u
CCC(=NCCO)c1c(O)n(C2CCCCC2)c(=O)[nH]c1=O | -20.6% | -0.5% | 15.1 | -0.9% | -6.2% | 3.5% | -4.8%
CC1=C(C(=O)Nc2ccccc2C)C(c2ccco2)n2ncnc2N1 (centres undefined) | x | 0.8% | -5.9 | x | -2.7% | x | 20.2%
O=C(O)CNC(=O)CC1S/C(=N/N=C/c2ccccc2O)NC1=O (centres undefined) | -16.9% | 5.2% | -32.8 | u | u | 85.7%[activator] | 5.0%
CC(C)c1ccc(NC(=O)CSc2nc(=O)n(CCCN3CCOCC3)c3c2CCC3)cc1 | -58.1% | -0.4% | -12.4 | x | 0.1% | 6.1% | 1.5%
O=[N+]([O-])c1ccc(-c2csc3[n+]2CCS3)cc1 | -8.3% | -5.8% | -17.0 | 6.1% | u | -3.2% | 1.0%
CCc1cc2cc3c(cc2nc1SCC(=O)Nc1cc(C)on1)OCO3 | -20.5% | 1.2% | u | 5.2% | 1.2% | 6.2% | 5.5%
CC1(C)S[C@@H]2[C@H](NC(=O)C(NC(=O)N3CCNC3=O)c3ccccc3)C(=O)N2[C@H]1C(=O)O (some centres undefined) | -12.4% | -17.1% | 38.0 | -0.9% | 4.3% | 43.6%[activator] | -7.2%
COCC(=O)Nc1c(C(=O)Nc2ccc(C)cc2)oc2ccccc12 | x | -1.6% | 104.9 | x | -8.2% | x | 2.5%
O=C1c2ccccc2C(=O)N1CCCCN(C(=O)c1ccc([N+](=O)[O-])cc1)c1ccc(Cl)cc1 | 26.9% | -26.7% | 17.4 | 3.5% | 0.9% | -3.8% | -9.9%
O=C(Cc1ccccc1)N1CCC(c2nc3ccccc3[nH]2)CC1 | -18.3% | 4.9% | -7.6 | -1.2% | 2.2% | 5.5% | -7.5%
CC(C)C[C@H]1CN([C@@H](Cc2ccccc2)CN2CCC[C@@H]2CN2C(=O)C(=O)NC[C@@H]2Cc2ccccc2)C(=O)C(=O)N1CC1CCCCC1 | x | x | -34.8 | x | 0.7% | 1.0% | x
CCCCN(C(=O)CN1C(=O)C2CCCCC2C1=O)c1c(N)n(CCC)c(=O)[nH]c1=O (centres undefined) | -22.1% | 44.4%[activator] | 6.8 | x | -9.0% | 8.3% | u
CCOC(=O)C(C)(C)N(Cc1cccc(C)c1)S(=O)(=O)c1ccc(Cl)c([N+](=O)[O-])c1 | -27.6% | -13.5% | -3.7 | 0.4% | 7.1% | u | -8.5%
CCCCC(=O)Nc1cc(OCC)c(NC(=O)c2ccccc2[N+](=O)[O-])cc1OCC | -2.9% | -0.2% | u | 5.8% | 0.0% | 3.6% | 3.7%
COc1cc(-c2noc(C)c2C#CC2(N)CCCCC2)cc(OC)c1OC | 80.9%[activator] | -8.7% | 102.4 | -0.7% | -3.1% | -3.2% | -16.7%
COc1ccccc1CNC(=O)COC(=O)/C=C/c1cccs1 | -50.2% | -2.7% | -25.6 | -1.6% | -2.2% | 0.0% | -1.8%
CN(C)CC(O)COc1cccc(OCC(O)CN(C)C)c1 (centres undefined) | -1.8% | 1.5% | -15.5 | 0.7% | -1.9% | 2.7% | -3.7%
O=S(=O)(c1ccc(NC(=S)N/N=C/c2cccc(Oc3ccccc3)c2)cc1)N1CCOCC1 | -49.9% | 4.4% | -37.5 | 4.1% | -0.8% | 57.5%[activator] | -0.1%
CCOc1ccc(NC(=O)CN(C)C(=O)c2cc(S(=O)(=O)N3CCCCC3)ccc2Cl)cc1OCC | 34.9% | -4.0% | -15.4 | x | -4.0% | -5.3% | -4.3%
O=C(Oc1cccc2c(=O)[nH]ccc12)c1ccccc1 | -16.9% | 0.3%[11.4 µM] | 76.8 | -1.2% | -9.3% | 10.8% | -16.4%
COc1ccccc1Nc1ncnc2c1c(C)c(C)n2CCCN(C)C | 0.1% | 30.0% | 119.9 | 0.0% | -2.2% | -8.2% | 11.8%
Cc1oc(-c2cccs2)nc1CN1CCC(c2ccccc2)CC1 | 21.8% | -22.2% | 10.4 | 11.1% | -4.8% | -13.9% | -0.3%
COc1ccc(N2CCN(Cc3cc(=O)oc4c3ccc3ccccc34)CC2)cc1 | -24.2% | u | x | 1.9% | x | x | u
O=C1O[C@@H](c2ccccc2)C[C@@H](O)C(=O)CCCc2ccccc21 | x | x | -1.8 | x | 4.2% | 5.7% | x
c1ccc(Cn2nnnc2C(c2ccccc2)N2CCN(c3nc4ccccc4s3)CC2)cc1 (centres undefined) | -5.4% | 0.0% | -2.1 | 2.0% | 2.1% | 13.1% | u
CCOc1ccc2nc(NC(=O)CSc3cn[nH]n3)sc2c1 | -36.6% | 2.0% | 90.0 | 8.3% | -6.6% | 107.9%[activator] | u
Cc1cc(OCC(=O)OCC(=O)Nc2cccnc2Cl)ccc1Cl | -10.7% | -0.2% | -35.1 | x | -7.8% | -1.8% | -13.6%
COc1cc(/C=N/N=C2/C(=O)Nc3ccccc32)cc(OC)c1O | -18.8% | -26.6% | 72.4 | -13.1% | -16.5% | u | u

An excerpt from further up:
mol | AmpC no deterg | Sm TGR inh | HCMV antiviral | LmPK inh | Tb PYK inh | AMA1-RON2 inh | AmpC inh detg
COc1ccc(N2CCN(Cc3cc(=O)oc4c3ccc3ccccc34)CC2)cc1 | -24.2% | u | x | 1.9% | x | x | u
O=C1O[C@@H](c2ccccc2)C[C@@H](O)C(=O)CCCc2ccccc21 | x | x | -1.8 | x | 4.2% | 5.7% | x

Further entries follow.
mol | AmpC no deterg | Sm TGR inh | HCMV antiviral | LmPK inh | Tb PYK inh | AMA1-RON2 inh | AmpC inh detg
Cc1cccc(NC(=O)c2ccc(CN3CCN(Cc4ccccc4)CC3)cc2)c1 | 90.2%[activator] | -31.8% | u | 2.0% | -4.6% | -15.7% | 3.1%
COc1ccc(NC(=O)CC2C(=O)N(C)C(=S)N2Cc2ccncc2)cc1 (centres undefined) | -7.8% | -20.4% | 14.7 | 0.7% | -3.4% | u | -1.2%
Clc1ccc(-c2cc(CSc3cccc(Cl)c3)on2)cc1 | -15.5% | 1.6% | 2.5 | -2.3% | -0.6% | 260.0%[activator] | -12.7%
CN(C)CCNC(=O)/C=N/O | -8.0% | 2.5% | 32.7 | -6.5% | 0.2% | 11.5% | -18.0%
CCCCOC(=O)C1=C(C)NC(=O)NC1c1ccc(N(C)C)cc1 (centres undefined) | -2.2% | 5.8% | 3.2 | 4.2% | 1.5% | -11.5% | 0.5%
COC(=O)c1nc2nc(C)cc(C(F)(F)F)n2n1 | -3.2% | -28.7% | 57.9 | -1.2% | 0.2% | 1.0% | -14.2%
Cc1cc(C(=O)NNC(=O)C2CCCC2)c(C)o1 | -9.6%[11.4 µM] | -3.8% | 1.6 | 0.3% | 3.0% | -7.4% | -12.3%
COc1ccc(-c2cc3nc(-c4ccccc4)cc(N4CCN(C(C)=O)CC4)n3n2)cc1 | x | x | -36.7 | x | 6.1% | 69.1%[activator] | x
Cc1ccc(NC(=O)C(NS(=O)(=O)c2ccc3c(c2)CCC(=O)N3)c2ccccc2)cc1C (centres undefined) | x | -20.1% | 55.3 | x | 0.5% | x | -7.6%
CC(C)(C)c1cc(NC(=O)COc2ccc(Br)cc2)n(-c2ccccc2)n1 | -8.3% | -0.2% | -0.1 | 7.2% | 2.9% | -5.9% | 1.8%
CC(=O)Nc1cccc(Oc2nc(NCC3CC3)nc3ccsc23)c1 | x | x | -26.3 | x | 5.9% | -4.5% | x
CCN(Cc1cnn(C)c1)Cc1nc(C2(c3ccc(C)cc3)CCCC2)no1 | 200.2%[activator] | 3.2% | -7.0 | 2.2% | -1.7% | -6.2% | 2.8%

Rows are unselected; about 7.4% have a hit in one of these screens.
